BoNT-A LC inh2 = blocks Botulinum neurotoxin A light chain protease | 0.17% of 360,000 active | multiplex microsphere protease substrate cleavage, flow cytometry | AID 588499 | inhibition, % at 10 µM; note: plate controls were buffer without enzyme for full effect and enzyme alone for no effect
PrPC TRFRET = cell surface PrPC inhibition, primary TR-FRET screen; TR-FRET read-out; 0.43% of 370,000 active; inhibition, % at 13.8 µM; in the data active = inhibition above about 24%; note: 0% = median of the test wells and 100% = reference compound wells
SSB-PriA inh = K. pneumoniae PriA-SSBct interaction inhibition | 0.6% of 430,000 active | AID 1272365 | inhibition, % at 33 µM | AlphaScreen SSBct-PriA binding, biotinylated peptide; in the data active = inhibition mostly above about 37%, no sharp cut-off; inactive = mostly below about 20%;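 note: plate controls were negative control peptide for no effect and reference peptide for full effect; strong numbers were not always called active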
PfHsp40 yeast = rescue of PfHsp40-mediated yeast toxicity; 0.68% of 340,000 active; S. cerevisiae expressing PfHsp40, growth rescue, ATP luminescence; growth rescue, % at 12.5 µM; in the data active = growth rescue above about 28%, passing the limit was not always enough; inconclusive = no clear call, values can overlap the other calls;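 note: yeast W303a lacking pdr1 and pdr3 grown in galactose medium; growth measured after three days at 30 °C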
TcdB GH inh = inhibitors of Clostridioides difficile toxin B glycohydrolase; 0.24% of 350,000 active; inhibition, % at 9.99 µM; P18177; AID 652162; TcdB glycohydrolase enzymatic assay, plate reader; in the data active = inhibition above about 10%
BH1578 lux ind = induces V. cholerae light production without autoinducers; 0.16% of 350,000 active; activation, % at 18.7 µM; V. cholerae BH1578 lux reporter, luminescence, 6 h; in the data active = activation mostly above about 9.7%, no sharp cut-off; inconclusive = no clear call, values can overlap the other calls; inactive = mostly below about 3.7%; note: not every result past the cut was called active; inactives centre near 0; reference of the scale not given here
Anthrax LF inh2 = inhibitors of Bacillus anthracis lethal factor protease | P15917 | multiplex microsphere protease cleavage assay, LF | inhibition, % at 10 µM | 0.12% of 360,000 active | AID 588501; note: plate controls were buffer without enzyme for full effect and enzyme alone for no effect
Target sequence (P15917 whole entry, looked up): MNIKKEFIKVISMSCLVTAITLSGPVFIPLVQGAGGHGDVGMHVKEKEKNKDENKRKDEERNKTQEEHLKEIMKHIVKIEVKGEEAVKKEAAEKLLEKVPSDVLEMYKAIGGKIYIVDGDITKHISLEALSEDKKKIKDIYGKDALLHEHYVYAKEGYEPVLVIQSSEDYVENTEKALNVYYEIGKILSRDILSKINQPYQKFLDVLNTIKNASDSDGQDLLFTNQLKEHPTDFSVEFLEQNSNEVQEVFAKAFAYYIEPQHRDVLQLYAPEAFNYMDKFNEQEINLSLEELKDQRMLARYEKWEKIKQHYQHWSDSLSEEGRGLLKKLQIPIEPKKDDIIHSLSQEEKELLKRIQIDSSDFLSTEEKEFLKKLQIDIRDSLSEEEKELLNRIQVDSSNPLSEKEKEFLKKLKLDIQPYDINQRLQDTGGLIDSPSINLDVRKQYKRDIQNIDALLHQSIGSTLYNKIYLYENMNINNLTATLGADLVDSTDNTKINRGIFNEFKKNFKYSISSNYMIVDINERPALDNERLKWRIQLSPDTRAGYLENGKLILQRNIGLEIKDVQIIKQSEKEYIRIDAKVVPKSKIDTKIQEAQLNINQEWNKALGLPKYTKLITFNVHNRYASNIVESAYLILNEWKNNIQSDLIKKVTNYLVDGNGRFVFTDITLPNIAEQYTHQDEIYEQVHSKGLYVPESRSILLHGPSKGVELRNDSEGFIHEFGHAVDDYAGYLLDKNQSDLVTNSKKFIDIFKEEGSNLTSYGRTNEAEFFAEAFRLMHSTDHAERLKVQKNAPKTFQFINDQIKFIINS
3CLpro inhibitor = SARS-CoV 3CLpro protease inhibition; P0C6X7; recombinant SARS-CoV 3CLpro, quenched FRET peptide cleavage; inhibition, % at 6 µM; 0.14% of 290,000 active; in the data active = inhibition above about 12%
Y pestis TopoI = Y. pestis Topo-I inhibition via cleavage products; Y. pestis Topo-I cleavage product accumulation, plate reader; activity, % at 10 µM; 0.064% of 360,000 active; in the data active = activity above about 50%, passing the limit was not always enough; inconclusive = no clear call, values can overlap the other calls; note: inactives centre near 2
* hit, by the source's call; i = inactive; ? = inconclusive; . = not tested or not shown; & = joins results of further samples. Cut-off read from the data, not from the text of the source, unless noted: active = inhibition above about 30%; inconclusive = no clear call, values can overlap the other calls; inactive = below that. The list is partial (hit frequency here may not be typical).

1) Cc1ccnc(NC(=O)Nc2ccc(Br)cc2Cl)c1
2) CCc1nnc(NC(=O)c2ccc(-c3ccccc3Cl)o2)s1
3) C=CCN1C(=O)C(=O)N(CC(=O)NCC(=O)Nc2ccc(F)c(F)c2F)C1=O
4) O=C1C(=O)N(CCS(=O)(=O)c2ccccc2)c2ccc(Cl)cc21
5) C=CC[C@@H](Cc1ccc(F)cc1)C(=O)OC[C@@H]1CCCN1C(=O)[C@@H](CC=C)CC(=O)N[C@@H](CO)Cc1ccccc1
6) Cc1nn(CC(=O)Nc2ccccc2C(F)(F)F)c(=O)c2cccn12
7) NC(N)=NC1=NC(=O)C(Cc2ccccc2Cl)S1 (stereo not drawn)
8) COc1ccc2[nH]c(O)c(N=NC(=O)Cc3cccs3)c2c1

Compound	1	2	3	4	5	6	7	8
BoNT-A LC inh2	0.1	1.4	5.6	-1.0	0.2	0.4	-0.7	-0.9
PrPC TRFRET	-4	-1	-6	-34	9	-1	8	-25
SSB-PriA inh	-6	-9	-4	6	-3	-17	.	16
PfHsp40 yeast	0.2	-0.8	-0.8	0.5	23	0.4	-0.5	-1.6
TcdB GH inh	.	.	1.8	-2.0	2.2	-0.2	2.8	0.2
BH1578 lux ind	-0.4	-0.7	i	-2.6	-0.8	-4.8	-0.5	i
Anthrax LF inh2	0	-14	?	-1	-13	-1	-2	-2
3CLpro inhibitor	1	-2	.	-3	.	2	-3	2
Y pestis TopoI	-5	-3	3	-10	19	-1	-5	-1

9) COc1ccc(Cl)cc1NC(=O)CSc1ncnc2c1oc1ccccc12
10) CN(C(=O)c1ccc(NC(=O)C2CCCN(C(=O)OC(C)(C)C)C2)cc1)C1CCC1 (stereo not drawn)
11) CCOc1ccc(NC(=O)C2C(C(=O)O)C3(Cl)C(Cl)=C(Cl)C2(Cl)C3(Cl)Cl)cc1 (stereo not drawn)
12) Cc1cc(C(=O)O)c2ccccc2n1
13) CCOc1cc(/C=C2\SC(=S)N(NS(=O)(=O)c3ccc(C)cc3)C2=O)ccc1O
14) CCn1cc(C(=O)OCC(=O)c2cc(C)n(-c3ccc(OC(F)F)cc3)c2C)c(=O)c2ccc(C)nc21
15) C/C(=N/NS(=O)(=O)c1cccc([N+](=O)[O-])c1)c1c[nH]c2ccccc12
16) COc1ccc2cc(C3=CC(=O)C[C@H](c4ccc5c(c4)OCO5)C3)ccc2c1

Compound	9	10	11	12	13	14	15	16
BoNT-A LC inh2	-0.7	-0.4	0.0	-1.1	-2.4	-0.7	0.1	0.7
PrPC TRFRET	-1	-3	6	-3	-23	0	-5	5
SSB-PriA inh	2	3	3	0&13&-18	0	-3	.	-8
PfHsp40 yeast	0.1	1.6	2.9	-0.3	59*	7.0	-0.3	?
TcdB GH inh	1.5	0.8	2.2	.	-0.6	.	-1.0	-0.3
BH1578 lux ind	1.1	-0.4	-0.7	i	i	-0.1	-0.1	-0.6
Anthrax LF inh2	-2	-5	10	-1	-4	1	-4	-6
3CLpro inhibitor	-3	.	-3	0	.	-5	2	.
Y pestis TopoI	-1	4	9	-7	4	25	-1	27

Values by screen from above.
Compounds 9 to 14 in BH1578 lux ind: 1.1, -0.4, -0.7, i, i, -0.1
Compounds 9 to 14 in Y pestis TopoI: -1, 4, 9, -7, 4, 25
Compounds 9 to 14 in Anthrax LF inh2: -2, -5, 10, -1, -4, 1

Going on with the list:
17) NC(=O)c1ccccc1N=Cc1ccccn1
18) COc1ccc(CCNC(=O)C(=O)NN=C2CCCCCCC2)cc1OC
19) Nc1cccc2c1C(=O)N(CCOc1ccccc1F)C2=O
20) Cc1ccc(-c2nc3ccc(Cl)cc3n2OC(C)C(=O)O)cc1 (stereo not drawn)
21) O=C(CCNC(=O)c1ccc([N+](=O)[O-])cc1)Nc1ccc(N2CCOCC2)cc1N1CCOCC1
22) O=C(O)CCSc1nnc(SCC(=O)NCC(F)(F)F)s1
23) CCc1noc(C)c1C(=O)OC(C)C(=O)Nc1ccc(Cl)cn1 (stereo not drawn)
24) O=C(N/N=C/c1ccc2c(c1)OCO2)c1cc(-c2ccco2)nc2ccccc12

Compound	17	18	19	20	21	22	23	24
BoNT-A LC inh2	?	?	-0.8	-0.6	-0.3	0.4	0.4	5.8
PrPC TRFRET	1	4	-13	0	-4	8	8	-1
SSB-PriA inh	-15	-6	-12	-17	-12	-6	-7	.
PfHsp40 yeast	-0.4	-0.9	0.1	0.5	-0.8	-0.6	1.7	0.1
TcdB GH inh	0.4	-6.4	-1.0	4.0	0.7	.	0.4	5.3
BH1578 lux ind	i	-0.6	-0.3	-0.3	-2.6	-0.4	i	-0.3
Anthrax LF inh2	?	9	-5	-1	-1	-1	2	-2
3CLpro inhibitor	0	4	-1	-9	3	2	.	.
Y pestis TopoI	2	0	-4	0	-4	0	5	-2

25) Cc1ccccc1NC(=O)CSc1nnc(CNC(=O)c2ccco2)n1C
26) CCOc1ccccc1NC(=O)C(OC(=O)c1ccc(CC)cc1)c1ccccc1 (stereo not drawn)
27) Cc1ccc(S(=O)(=O)N2CCN(CC(=O)Nc3ccccc3C(=O)NC3CC3)CC2)cc1
28) CCCSc1nnc(CNS(=O)(=O)c2ccc(C)cc2)n1C
29) CCN(CC)S(=O)(=O)c1ccc2oc(Nc3ccc(OC)cc3OC)nc2c1
30) COc1ccc(C(=O)NCCCCCCNC(=O)c2ccc(OC)cc2)cc1
31) Cc1ccc(NC(=O)c2cccs2)cc1NC(=O)c1ccc(F)cc1
32) COc1cccc(N2CC(NS(=O)(=O)c3cccnc3)CC2=O)c1 (stereo not drawn)

Compound	25	26	27	28	29	30	31	32
BoNT-A LC inh2	2.3	0.0	3.4	-0.3	1.3	1.2	-2.1	.
PrPC TRFRET	3	-2	-3	3	-1	-4	2	1
SSB-PriA inh	-6	-18	9	-5	-4	-3	-7	-7
PfHsp40 yeast	0.1	-0.7	6.6	-4.4	-0.6	-0.3	-1.3	1.2
TcdB GH inh	-0.3	.	1.6	-1.9	-0.1	0.7	2.1	-1.2
BH1578 lux ind	i	-0.2	i	-0.8	0.4	-0.5	-0.4	-0.4
Anthrax LF inh2	-4	0	-2	0	0	4	-5	.
3CLpro inhibitor	.	-5	.	-2	4	-3	2	.
Y pestis TopoI	3	-8	36	-2	5	-5	1	-12

33) CCCCn1c(N)c(N(Cc2ccccc2OC)C(=O)CCSC)c(=O)[nH]c1=O
34) Cn1c(CNC(=O)c2ccc(Cl)cc2)nnc1SCC(=O)Nc1sc2c(c1C#N)CCCC2
35) COc1cccc(N(C(=O)CS(=O)CC(=O)Nc2ccc(F)cc2)C(C(=O)NC2CCCCC2)c2cccs2)c1 (stereo not drawn)
36) CC(=O)c1cccc(NC(=O)N[C@@H](CC(C)C)C(=O)O)c1
37) O=C(Nn1c(C2CCCCC2)nc2ccccc2c1=O)c1ccc([N+](=O)[O-])cc1
38) CCC(=O)c1c(NC(CC)CO)cc(C)oc1=O (stereo not drawn)
39) O=C(CSc1nnnn1-c1ccc(F)cc1)Nc1ccc(N2CCOCC2)c(Cl)c1
40) O=C(Nc1cccnc1)c1cnn2c(C(F)F)cc(C3CC3)nc12

Compound	33	34	35	36	37	38	39	40
BoNT-A LC inh2	0.5	-0.9	0.0	-0.1	0.3	0.1	-0.6	-0.5
PrPC TRFRET	5	-2	-3	1	-5	0	2	-8
SSB-PriA inh	2	-7	-3	-3	-7	-13	1	-5
PfHsp40 yeast	0.5	0.0	-1.2	2.9	-0.2	-1.4	-1.5	-0.1
TcdB GH inh	-0.8	.	.	.	-0.2	0.9	.	.
BH1578 lux ind	-0.5	-0.5	-0.3	5.0	-0.2	1.4	0.9	i
Anthrax LF inh2	0	3	-1	0	-2	-4	-5	2
3CLpro inhibitor	0	4	-1	3	-1	0	1	1
Y pestis TopoI	2	11	48	10	-4	4	9	-1

41) CC(=O)N/C(=C\c1ccc(F)cc1)C(=O)NC(C(=O)O)C(C)C (stereo not drawn)
42) COC(=O)C1=C(c2ccc(Cl)c(C(F)(F)F)c2)C[C@@H]2CC[C@H]1N2C(=O)NCc1ccc2c(c1)OCO2
43) Cc1cc(C)cc(-n2c(C)cc(C(=O)CSc3nnnn3C)c2C)c1
44) O=C1CSC(c2ccccc2)N1c1nc(-c2ccc(Cl)cc2Cl)cs1 (stereo not drawn)
45) Cc1ccc(S(=O)(=O)NCCOCCNS(=O)(=O)c2ccc(C)cc2)cc1
46) Cc1ccc(CN2CCC(n3nccc3NC(=O)CCOc3ccccc3)CC2)o1
47) CC1CC(C)CN(CC(=O)c2ccc(OC(F)F)cc2)C1 (stereo not drawn)
48) Cc1cc(C)c(NC(=O)/C(=C/c2ccco2)c2ccccc2)c(C)c1

Compound	41	42	43	44	45	46	47	48
BoNT-A LC inh2	-1.1	-0.3	-0.5	0.4	0.2	-1.8	-0.4	0.9
PrPC TRFRET	8	-2	4	.	0	0	-6	-8
SSB-PriA inh	-10	-4	22	1	7	-5	-18	10
PfHsp40 yeast	-0.8	0.7	4.1	0.1	1.3	-0.9	-0.6	-1.4
TcdB GH inh	1.0	1.9	.	-0.4	.	1.2	1.5	.
BH1578 lux ind	-0.2	-4.5	i	-0.3	4.2	-0.3	-0.2	i
Anthrax LF inh2	-1	-4	-2	-2	2	4	2	-2
3CLpro inhibitor	-5	.	0	1	2	5	0	2
Y pestis TopoI	-11	-7	29	5	18	-4	4	32

Record cards, from the list above:
`Cc1cc(C)c(NC(=O)/C(=C/c2ccco2)c2ccccc2)c(C)c1` in the list: BoNT-A LC inh2 = 0.9; PrPC TRFRET = -8; SSB-PriA inh = 10; PfHsp40 yeast = -1.4; TcdB GH inh = .; BH1578 lux ind = i; Anthrax LF inh2 = -2; 3CLpro inhibitor = 2; Y pestis TopoI = 32
`Cc1cc(C)cc(-n2c(C)cc(C(=O)CSc3nnnn3C)c2C)c1` in the list: BoNT-A LC inh2 = -0.5; PrPC TRFRET = 4; SSB-PriA inh = 22; PfHsp40 yeast = 4.1; TcdB GH inh = .; BH1578 lux ind = i; Anthrax LF inh2 = -2; 3CLpro inhibitor = 0; Y pestis TopoI = 29

The listing continues:
49) O=C(NCCc1cccc(F)c1)C1CCC(=O)N(C2CCCCCC2)C1 (stereo not drawn)
50) CCOc1ccc2ccccc2c1C(=O)N[C@@H]1C(=O)N2[C@@H]1SC(C)(C)[C@@H]2C(=O)O
51) COC(=O)c1ccccc1NC(=O)/C=N/O
52) Cc1cc(N=Nc2ccc(Cl)cc2)cc(CN2CCOCC2)c1O
53) COc1ccc(/C(=N\O)c2ncc(C(F)(F)F)cc2Cl)cc1
54) CC(C)CC1C(=O)N(Cc2cn(CCC3OCCCO3)nn2)CCS(=O)(=O)N1Cc1ccc(-c2ccc(Cl)cc2)cc1 (stereo not drawn)
55) Cc1ccsc1C(=O)C1CCCN(Cc2cn(C)nc2-c2ccccc2)C1 (stereo not drawn)

Compound	49	50	51	52	53	54	55
BoNT-A LC inh2	0.7	-0.8&-0.1	0.4	0.0	0.1	0.1	-0.3
PrPC TRFRET	5	2&-5	-5	-6	-2	-8	-5
SSB-PriA inh	-3	-4	.	49*	.	.	-16
PfHsp40 yeast	1.6	0.1&0.3	-1.8	4.2	-0.6	.	-0.4
TcdB GH inh	-6.2	-1.2&0.3	.	-0.1	.	0.2	0.7
BH1578 lux ind	0.4	i	i	i	2.8	-0.3	i
Anthrax LF inh2	1	-5&-5	0	6	-4	-1	-1
3CLpro inhibitor	6	5	0	3	-4	.	-1
Y pestis TopoI	10	7&-3	8	2	-2	22	1

Bioassay records from PubChem BioAssay.
